MBNL1-CUG inh – qHTS Assay for Inhibitors of MBNL1-poly(CUG) RNA binding; Muscleblind-like protein 1 (Homo sapiens), Q9NR56; TR-FRET MBNL1-His/biotin-(CUG)12 binding, 665/545 ratio; Potency, µM (top dose mostly 57.5 µM), for inactives: at the top dose activity change, negative = inhibition, most hits filed as inhibitors; 280,000 tested, 0.036% active; AID 2675, 2010; active = well fitted inhibition curve with a large enough effect in the signal ratio, with a control signal flat, not every such curve was filed as active; inconclusive = small, poorly fitted or top-dose-only effect, or effect the other way, or a change in a side signal; inactive = no such curve, though single readings can be large or run the other way; the % refers to the signal ratio; also: potency is read from the fitted curve at half-maximal effect; % is scaled to controls: 0 for no effect and ±100 for the full control effect
Target sequence (Q9NR56 whole entry, looked up): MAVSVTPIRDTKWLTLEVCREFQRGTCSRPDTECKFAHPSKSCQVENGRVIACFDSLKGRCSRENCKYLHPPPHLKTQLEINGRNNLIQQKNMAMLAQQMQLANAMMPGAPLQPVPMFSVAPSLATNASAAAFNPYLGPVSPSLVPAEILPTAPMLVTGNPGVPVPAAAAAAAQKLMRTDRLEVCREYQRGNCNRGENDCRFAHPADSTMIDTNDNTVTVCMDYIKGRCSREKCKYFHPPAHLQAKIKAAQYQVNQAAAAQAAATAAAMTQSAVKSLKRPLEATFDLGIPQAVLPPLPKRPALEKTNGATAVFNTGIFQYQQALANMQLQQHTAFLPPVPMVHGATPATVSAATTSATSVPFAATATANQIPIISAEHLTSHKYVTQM
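TR-FRET readout: Ex 340 nm, 665/545 nm emission ratio, normalized to buffer-only (basal) and MBNL1-(CUG)12 controls. Complex of MBNL1-His with Biotin-(CUG)12, compounds 92 nM–58 uM, incubated 60 min at room temperature.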
PKM2 act – qHTS Assay for Activators of Human Muscle isoform 2 Pyruvate Kinase; Pyruvate kinase PKM (Homo sapiens), P14618; AID 1631, 2009; Potency, µM (top dose mostly 57.5 µM), without a hit: top-dose activation, actives largely listed as activators; purified PKM2, Kinase-Glo ATP luminescence, activation; response scale: 0% is enzyme alone, no compound; 260,000 tested, 0.34% active; also: potency is read from the fitted curve at half-maximal effect; % is scaled to controls: 0 for no effect and ±100 for the full control effect; nearly all actives have a fitted effect of over 55% in size
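Purified hPK-M2 (>95% pure) converted ADP (0.1 mM final) to ATP with 0.5 mM PEP in 50 mM imidazole pH7.2, KCl, MgCl2, Tween 20, BSA; 1 h at room temperature. ATP detected by Kinase-Glo luminescence.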
KCNH2 WT inh – qHTS for Inhibitors of KCHN2 3.1: Wildtype qHTS. 340,000 tested, 0.37% active. AID 720551, 2013. U2OS, BacMam KCNH2, thallium flux FluxOr; active compounds read low. activity change, % at 1.84 µM;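 active = maximum activity change below -70%; inconclusive = maximum activity change between -70% and -50%; inactive = maximum activity change above -50%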; also: % is scaled to controls: 0 for no effect and ±100 for the full control effect
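U2OS cells were transduced with wild-type KCNH2 virus (2.03 x 10^8 / mL) for 4 h at room temperature, then cultured overnight at 37 C. Thallium flux was read with FluxOr dye. Rate constants were normalized to DMSO controls.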
Eya2 inh – qHTS Assay for Inhibitors of the Phosphatase Activity of Eya2; Protein phosphatase EYA2 (Homo sapiens), O00167; recombinant Eya2, OMFP fluorescence dephosphorylation (OMFP is methylfluorescein phosphate); Potency, µM (top dose mostly 76.9 µM), for inactives: at the highest dose activity, negative = inhibition, usual class: inhibitors; 330,000 tested, 0.006% active; AID 488837, 2010; also: potency is read from the fitted curve at half-maximal effect; % is scaled to controls: 0 for no effect and ±100 for the full control effect
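Eya2 (0.2 uM) preincubated 10 min at ambient with compound, then OMFP substrate added at 50 uM; 10 min reaction in 50 mM HEPES pH 7.5, 50 mM NaCl, 5 uM MgCl2, 0.05% BSA, 1 mM DTT. Fluorescence read at Ex 485/Em 525 nm.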
TSHR antagonist – Antagonists of the Thyroid Stimulating Hormone Receptor: HTS campaign; 330,000 tested, 0.2% active; activity change, negative = inhibition, % at 11.5 µM; Thyrotropin receptor (Homo sapiens), P16473; TSHR-expressing cells, TSH-stimulated cAMP HTRF, 2 h; active compounds read low;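 active = activity change below a set negative limit, meaning inhibition stronger than a set level, cut at about -70% in these data; inconclusive = activity change between two set negative limits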; also: % is scaled to controls: 0 for no effect and ±100 for the full control effect
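Antagonism was scored as loss of TSH-driven cAMP in TSHR cells, stimulated with 4nM TSH (EC80) for 2 hours at 37 deg C and detected by homogeneous HTRF competition immunoassay.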
Mito fusion act – qHTS Assay for Small Molecule Inhibitors of Mitochondrial Division or Activators of Mitochondrial Fusion; S. cerevisiae fusion-defective mutant growth rescue, CellTiterGlo 48 h; Potency, µM (highest dose often 46.1 µM), for the others: at the top dose growth rescue (activation), actives largely listed as activators; 320,000 tested, 0.23% active;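 also: potency is read from the fitted curve at half-maximal effect; % of control where 0% means no effect; nearly all actives have a fitted effect of over 45% in size; temperature-sensitive fusion mutants such as fzo1-1 at 37 °C on non-fermentable ethanol glycerol medium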
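Read-out: ATP-based luminescence (CellTiterGlo, 10 min ambient) reporting growth of fusion-defective ts yeast after 48 hours at 37C on glycerol/ethanol YPEG medium in the presence of compound.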
ASM inhibitor – Inhibitors of Secretory Acid Sphingomyelinase (S-ASM): qHTS. AID 504937, 2011. Potency, µM (doses to about 57.5 µM), for the others: at the highest dose activity change, negative = inhibition, actives largely listed as inhibitors. Sphingomyelin phosphodiesterase (Homo sapiens), P17405. 340,000 tested, 0.006% active. placental ASM, HMU-PC fluorogenic substrate, 60 min; also: potency is read from the fitted curve at half-maximal effect
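Fluorescence read-out (Ex 386 nm, Em 447 nm) after stopping the reaction at pH 10. Enzyme: ASM from human placenta; substrate HMU-PC0, 9 uM final; 60 min, 37 °C. Compound preincubation 10 min, ambient temperature.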
Menin MLL FP TR – qHTS Assay for Inhibitors Targeting the Menin-MLL Interaction in MLL Related Leukemias: Competition With Texas Red Labeled MLL-derived Mutant Peptide. Menin + Texas Red MLL mutant peptide, fluorescence polarization. O00255. Potency, µM (series often up to 61.6 µM), for the others: at the top dose FP activity change, negative = inhibition, hits mostly inhibitors. 270,000 tested, 0.23% active; active = well fitted inhibition curve with a large enough effect in the polarisation, with a control signal flat, not every such curve was filed as active; inconclusive = small, poorly fitted or top-dose-only effect, or effect the other way, or a change in a side signal; inactive = no such curve, though single readings can be large or run the other way; the % refers to the polarisation; also: potency is read from the fitted curve at half-maximal effect; % of control where 0% means no effect; many of its hits are not listed in these tables
USP2a block – qHTS Assay for Inhibitors of Ubiquitin-specific Protease USP2a Using CHOP2 as the Reporter. Ubiquitin carboxyl-terminal hydrolase 2 (Homo sapiens), O75604. USP2 core, Ub-CHOP2 coupled fluorogenic reporter, 485/531. Potency, µM (titrated, usually from 38.3 µM), for the others: top-dose activity change, negative = inhibition, actives largely listed as inhibitors. 330,000 tested, 0.01% active. AID 463254, 2010;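 also: potency is read from the fitted curve at half-maximal effect; plate controls were DMSO wells for no effect and full inhibition by NEM control for full effect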
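Cell-free coupled assay: 10nM USP2 core preincubated 30min RT with compound in Tris-HCl pH 8.0/CaCl2/CHAPS buffer, then 25nM Ub-CHOP2 and 25nM reporter substrate; fluorescence (Ex 485/Em 531) read after 60min RT, normalized to NEM inhibition, concentration-response curves fitted.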
Chronic BCR inh – qHTS Assay to Find Inhibitors of Chronic Active B-Cell Receptor Signaling | ABC-DLBCL IkBa-CBG/CBR reporter, luminescence ratio, 4 h | Potency, µM (highest dose often 46.1 µM), for inactives: top-dose ratio change, negative = lower green/red ratio, usual class: inhibitors | 340,000 tested, 0.05% active; active = well fitted inhibition curve with a large enough effect in the signal ratio, with a control signal flat, not every such curve was filed as active; inconclusive = small, poorly fitted or top-dose-only effect, or effect the other way, or a change in a side signal; the % refers to the signal ratio;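 also: potency is read from the fitted curve at half-maximal effect; plate controls were basal doxycycline-induced cells for no effect and cells given 10 µM MG132 for full effect; MG132 reads +100%, hits lower the ratio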
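TMD8 ABC-DLBCL cells carrying doxycycline-inducible green luciferase fused to IkappaBalpha plus unfused red luciferase were exposed to compounds (up to 46 uM) for 4 hrs at 37C. Activity came from the overlap-corrected green/red luminescence ratio.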
GALK inh – qHTS Assay for Inhibitors of Human Galactokinase (GALK). Potency, µM (titrated, usually from 57.5 µM), inactives show top-dose activity change, negative = inhibition, hits mostly inhibitors. P51570. 270,000 tested, 0.007% active. Purified GALK, Kinase-Glo residual ATP luminescence; also: potency is read from the fitted curve at half-maximal effect; % is scaled to controls: 0 for no effect and ±100 for the full control effect
Target sequence (P51570 whole entry, looked up): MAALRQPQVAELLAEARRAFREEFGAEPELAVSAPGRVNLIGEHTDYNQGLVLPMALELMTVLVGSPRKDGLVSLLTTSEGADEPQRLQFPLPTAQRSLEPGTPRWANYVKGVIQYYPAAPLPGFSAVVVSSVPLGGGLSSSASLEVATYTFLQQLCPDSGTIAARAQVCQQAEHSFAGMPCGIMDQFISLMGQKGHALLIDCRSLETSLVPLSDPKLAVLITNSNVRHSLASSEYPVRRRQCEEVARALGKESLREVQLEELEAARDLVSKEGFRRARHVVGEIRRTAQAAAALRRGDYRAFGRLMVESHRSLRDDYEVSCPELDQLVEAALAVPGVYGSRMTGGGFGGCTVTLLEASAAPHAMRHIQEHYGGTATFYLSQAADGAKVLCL
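ATP-depletion format; final 35 uM ATP, 100 uM D-galactose, 5 nM enzyme; pH 8.0 HEPES/Mg2+ buffer; 60 min RT; luminescence read 10 min after detection reagent.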
* hit, by the source's call; ? = inconclusive; . = no result given; & = joins results of further samples; [ ] = remark or other dose. Unless noted, calls follow the shape of the dose curve; as a rule, active = well fitted curve in the direction sought with a large enough effect; inconclusive = small, poorly fitted or top-dose-only effect, or another doubt; inactive = no such curve, though single readings can be large; an effect the other way counts as inactive or inconclusive.

SMILES	MBNL1-CUG inh	PKM2 act	KCNH2 WT inh	Eya2 inh	TSHR antagonist	Mito fusion act	ASM inhibitor	Menin MLL FP TR	USP2a block	Chronic BCR inh	GALK inh
CC(=O)Oc1cccc(/C=c2\sc3nc(-c4ccco4)nn3c2=O)c1	-2%	13%	-8	1%	10	2%	-11%	26%	2%	14%	-8%
O=C(NCc1ccccn1)C1CCN(S(=O)(=O)c2ccc(Br)cc2)CC1	-5%	4%	-4	-5%	30	6%	5%	.	-1%	4%	3%
CSc1ccc(NC(=O)N2CC(C)OC(C)C2)cc1 (configuration not stated)	7%	0%	9	-6%	-5	-1%	-1%	3%	1%	0%	0%
Cc1nn(Cc2c(F)c(F)c(F)c(F)c2F)c(C)c1NC(=O)c1cccc(COc2ccc(Cl)cc2)c1	293%[activator]	10%	9	-2%	-9	0%	-18%	-2%	5%	6%	.
O=C(NCC1CCCO1)C(Cc1ccccc1)N1C(=O)C2C3C=CC(C4CC34)C2C1=O (configuration not stated)	-4%	-2%	6	-12%	2	-1%	3%	-5%	3%	1%	1%
Cc1ccc(C)c(Cc2c(C)nc(C)[nH]c2=O)c1	.	-7%	-2	-8%	3	-1%	0%	-2%	3%	-1%	1%
COc1ccccc1NS(=O)(=O)c1cccc(C(=O)N/N=C(\C)c2cccnc2)c1	.	.	-4	-7%	1	-7%	-1%	.	0%	1%	.
COc1cc(C(=O)NNC(=O)CNC(=O)C2CCCCC2)ccc1OC(C)C	.	.	-4	-41%	7	.	3%	.	-4%	2%	.
COc1ccc(S(=O)(=O)N2CCN(C(C)C(=O)Nc3ccc(C(C)C)cc3)CC2)cc1 (configuration not stated)	.	.	6	-15%	-7	16%	-1%	.	0%	?	.
COc1ccc(NC(=O)C(NC(=O)c2ccc(C)cc2)c2ccccc2)cc1 (configuration not stated)	-4%	0%[11.5 µM]	-11	-8%	20	-2%	-16%	13%	-2%	0%	5%
CCC1CN(C(=O)N2CCC(C(=O)NCCc3ccc(OC)c(OC)c3)CC2)c2ccccc2O1 (configuration not stated)	2%	.	4	-10%	13	-1%	2%	.	-2%	0%	3%
CCC1C(=O)Nc2ccccc2N1C(=O)COc1ccccc1 (configuration not stated)	0%	-3%	11	4%	-18	-1%	1%	-2%	1%	1%	1%
CCCCCCCC1(C)NC(=O)N(c2ccccc2)N1 (configuration not stated)	8%	4%	-3	-7%	-6	1%	-10%	?	4%	?	-1%
Cn1c(SCc2ccccn2)nc2c1c(=O)[nH]c(=O)n2C	-9%	26%	10	-10%	-5	-5%	2%	-16%	7%	1%	-2%
C/C(=N\NC(=S)Nc1ccccc1C)c1cc2ccccc2o1	5%	1%	-5	-11%	-1	4%	-13%	.	6%	?	2%
O=C1c2oc3ccc(Br)cc3c(=O)c2C(c2cccnc2)N1Cc1ccco1 (configuration not stated)	17%	0%	.	-4%[15.4 µM]	-4	1%	.	6%	-2%	2%	0%
CCC1=C(OC(=O)N(CC)CC)N2C(=O)OC(=NCCc3c[nH]c4ccccc34)[C@]2(Cc2ccccc2)[C@H]2C1=CC[C@H]1C(=O)N(C)C(=O)[C@H]12	-5%	-10%&-1%	-10	0%	-10	17%	1%	11%	-2%	?	-2%
COc1ccc(Cl)cc1NC(=O)C(C)OC(=O)C1=NNC(=O)CC1 (configuration not stated)	.	.	-17	9%	0	-4%	-6%	.	3%	3%	.
O=C(O)c1nn(CCOc2cccc(Br)c2)c(=O)c2ccccc12	11%	.	-1	5%	-13	?	-13%	.	-1%	?	1%
O=C(c1cc2ccccc2[nH]1)N(Cc1cccnc1)CC1CCCN(C2CCCCC2)C1 (configuration not stated)	-3%	.	-9	5%	5	-1%	1%	.	4%	1%	0%
CC(C)c1ccc(NC(=O)C2CCCN(S(=O)(=O)c3ccc4c(c3)C(C)(C)C(=O)N4C)C2)cc1 (configuration not stated)	-3%	-7%	0	-5%	-4	3%	-8%	5%	1%	-13%	.
O=C(c1ccc(N2CCCCC2)c([N+](=O)[O-])c1)N(Cc1ccccc1)c1ccccn1	8%	3%	0	-25%	-13	3%	-10%	-18%	2%	18%	1%
COc1ccc(CNC2=CC(=O)CC(C)(C)C2)cc1	-12%	-1%	15	8%	-3	-2%	4%	-9%	-1%	0%	8%
COc1ccc(Nc2cc(C)nc3nc(C)nn23)c(OC)c1	-3%	4%	2	3%	0	-2%	5%	2%	1%	-3%	.
CC(C)c1ccc(NC(=O)COC(=O)[C@@H]2CCCN2C(=O)c2cccs2)cc1	.	.	3	-16%	11	.	-9%	.	0%	0%	.
CCN1C(=O)[C@H]2[C@@H](c3ccc(C)cc3)N3C(=O)N(c4ccc(C(F)(F)F)cc4)C(=O)[C@@]3(CC)[C@H]2C1=O	12%	1%	-3	2%	1	1%	3%	32%[activator]	-2%	8%	.
CCCCOc1ccc(/C=N/NC(=S)Nc2cc(C)ccc2C)cc1	4%	-4%	-3	0%	6	-5%	-1%	3%	3%	-18%	0%
CCOC(=O)/C(C#N)=C/C1=C(N2CCOCC2)CC(C)(C)OC1	-2%	2%	-12	-16%	2	1%	-3%	.	9%	?	0%
CCOC(=O)C1=C(C)N=C(/N=C/N(C)C)SC1c1ccccc1 (configuration not stated)	-1%	-3%	-1	3%	-10	-1%	8%	0%	4%	7%	7%
COCc1cc(=O)[nH]c(N2CCN(Cc3ccc4c(c3)OCO4)CC2)n1	-11%	.	-2	-1%	11	-19%	6%	?	1%	-1%	0%
CC(=O)c1c(C)[nH]c(C(=O)NCCc2ccccc2)c1C	-9%	19%	1	12%	-5	1%	2%	1%	1%	?	1%
O=C(NNC(=S)NC(=O)c1ccc(F)cc1)c1cccnc1	10%	0%	-9	-9%	11	-4%	0%	9%	-2%	?	-1%
CC(C)C(=O)Nc1ccc(Cc2ccc(NC(=O)C(C)C)c(O)c2)cc1O	-5%	0%	-8	5%	-5	-3%	-1%	-2%	2%	-17%	0%
COc1cc(NC(=O)C(Cc2ccccc2)n2cccc2)cc(OC)c1 (configuration not stated)	13%	3%	1	-10%	-12	13%	-4%	.	2%	-11%	.
O=C(CSc1ccccc1F)OCC(=O)N1CCN(C(=O)c2ccco2)CC1	.	.	9	-6%	11	-3%	3%	.	1%	12%	.
CCCCN(CCCC)C(=S)NC(=O)C(C)(C)C	-4%	1%	-5	-3%	-3	-8%	-5%	-11%	1%	5%	-1%
O=C(CSc1nnc2c(Cl)cc(Cl)cn12)N1CCOCC1	19%	-1%	6	14%	2	2%	2%	.	1%	-5%	-4%
Cc1ccc(NC(=O)/C(C#N)=C/c2cn(CC(=O)NCc3ccco3)c3ccccc23)cc1C	-8%	-3%	16	5%	-3	12%	126%[activator]	?	3%	16%	5%
c1ccc(-n2c(SCc3nc(-c4cccs4)no3)nnc2-c2ccco2)cc1	-4%	3%	-2	-4%	10	19%	-11%	0%	1%	?	-2%
CN1C2Cc3c(n(C)c4ccccc34)C1CC=C2CO (configuration not stated)	.	.	5	-4%	-5	-11%	4%	.	1%	3%	.
CC(NC(=O)CCNC(=O)c1ccc(Br)cc1)c1ccc(-n2ccnc2)cc1 (configuration not stated)	.	.	12	20%	5	-12%	-1%	.	0%	2%	.
CCC(=O)Nc1ccc(S(=O)(=O)N2CCc3ccccc32)cc1	1%	0%[11.5 µM]	1	-6%	0	6%	1%	?	-2%	0%	-6%

Only part of the results is shown, so the mix of outcomes need not match the whole.
